Rad51 HR inh = Rad51 (human) homologous recombination inhibition; Q06609; AID 1385; 200,000 tested, 0.085% active; inhibition, % at 10 µM; hRad51 DNA strand exchange, fluorescence dequenching;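 active means inhibition above 40% at the single screening dose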;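 further: 0% = DMSO control wells and 100% = blanks with heterologous ssDNA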
Target sequence (Q06609 whole entry, looked up): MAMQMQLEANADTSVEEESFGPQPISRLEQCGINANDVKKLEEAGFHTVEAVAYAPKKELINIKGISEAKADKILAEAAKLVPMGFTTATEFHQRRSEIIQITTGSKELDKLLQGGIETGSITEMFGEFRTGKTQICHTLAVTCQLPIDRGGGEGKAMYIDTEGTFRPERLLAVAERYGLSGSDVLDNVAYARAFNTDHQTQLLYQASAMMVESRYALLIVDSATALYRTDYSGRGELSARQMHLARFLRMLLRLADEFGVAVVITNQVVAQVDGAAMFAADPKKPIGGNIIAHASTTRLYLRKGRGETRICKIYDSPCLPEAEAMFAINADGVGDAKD
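Material: human Rad51–ssDNA filaments; Probe or stimulus: labelled 47-mer dsDNA for strand exchange; Doses: single 10 µM dose; Incubation: 37 °C 15-min filament assembly, 30-min compound preincubation, 15-min exchange; Technique: FRET fluorescence dequenching, excitation 485 nm, emission 520 nm; Measure: Fluorescence-based percent inhibition, control- and blank-normalised; Benchmarks: plate control and blank wells.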
Active calls of the source: *.

SMILES	Rad51 HR inh
O=C1[C@H]2[C@H](C=CC[C@H]2C(=O)N2CCOCC2)CCN1Cc1ccc(Cl)c(Cl)c1	-1
CC(=O)Oc1ccc([C@@H]2COc3c(ccc4c3C=CC(C)(C)O4)C2)c(OC(C)=O)c1	3
CCc1c(C2(O)CCCCC2)[nH]c2ccc(C(=O)OC)cc12	-8
CCOc1ccc2c(c1)OC1(CCC(C)C1)CC2=O (configuration not stated)	-11
CC1=C(N2CCN(c3ncccn3)CC2)CCC1=O	-1
CCOC(=O)c1cn(Cc2ccccc2)c(C(=O)OC(C)(C)C)c1O	0
Cn1nc(CC(=O)Nc2cccnc2N2CCOCC2)c2ccccc2c1=O	-5
Cn1cccc1C1C=C(c2ccc(C(C)(C)C)cc2)Nc2ncnn21 (configuration not stated)	-6
Cc1ccc(CN(Cc2cc3cccc(C)c3[nH]c2=O)C(=O)N(C)C)cc1	6
CCOc1ccc(C2=CC(c3ccccc3)n3ncnc3N2)cc1 (configuration not stated)	7
C/C(Cl)=C/Cn1c(SCC(C)C)nc2c1c(=O)[nH]c(=O)n2C	12
NC1=NC[C@@H](Cc2ccc(O)cc2)N1CCC12CC3CC(CC(C3)C1)C2	-2
Cc1ccc(C2=NOC(c3nnc(-c4ccccc4)o3)C2)cc1 (configuration not stated)	5
Cc1ccc(Cn2c(C(CO)Nc3nc(-c4ccc(Cl)c([N+](=O)[O-])c4)cs3)nc3ccccc32)cc1 (configuration not stated)	4
CN(C)c1ccc(N2[C@@H](CC(=O)O)c3cc(C(F)(F)F)ccc3S2(=O)=O)cc1	6
CC(=O)C[C@H]1c2cc(F)ccc2S(=O)(=O)N1c1ccc(N(C)C)cc1	1
O=C(NCC1CC1)c1ccc2c3n(nc2c1)-c1ccc(Cl)cc1CO3	4
CCOC(=O)CCCCCNC(=O)c1ccc(F)cc1F	7
C=C1CCN([C@@H](CC(C)C)C(=O)NCc2ccc(Cl)cc2)S(=O)(=O)c2ccccc21	5
O=c1c2ccccc2nnn1CSc1nc2ccccc2c(=O)n1Cc1ccco1	-5

15 of the compounds above, bar-delimited:
structure | Rad51 HR inh
CC1=C(N2CCN(c3ncccn3)CC2)CCC1=O | -1
CCOC(=O)c1cn(Cc2ccccc2)c(C(=O)OC(C)(C)C)c1O | 0
Cn1nc(CC(=O)Nc2cccnc2N2CCOCC2)c2ccccc2c1=O | -5
Cn1cccc1C1C=C(c2ccc(C(C)(C)C)cc2)Nc2ncnn21 (configuration not stated) | -6
Cc1ccc(CN(Cc2cc3cccc(C)c3[nH]c2=O)C(=O)N(C)C)cc1 | 6
CCOc1ccc(C2=CC(c3ccccc3)n3ncnc3N2)cc1 (configuration not stated) | 7
C/C(Cl)=C/Cn1c(SCC(C)C)nc2c1c(=O)[nH]c(=O)n2C | 12
NC1=NC[C@@H](Cc2ccc(O)cc2)N1CCC12CC3CC(CC(C3)C1)C2 | -2
Cc1ccc(C2=NOC(c3nnc(-c4ccccc4)o3)C2)cc1 (configuration not stated) | 5
Cc1ccc(Cn2c(C(CO)Nc3nc(-c4ccc(Cl)c([N+](=O)[O-])c4)cs3)nc3ccccc32)cc1 (configuration not stated) | 4
CN(C)c1ccc(N2[C@@H](CC(=O)O)c3cc(C(F)(F)F)ccc3S2(=O)=O)cc1 | 6
CC(=O)C[C@H]1c2cc(F)ccc2S(=O)(=O)N1c1ccc(N(C)C)cc1 | 1
O=C(NCC1CC1)c1ccc2c3n(nc2c1)-c1ccc(Cl)cc1CO3 | 4
CCOC(=O)CCCCCNC(=O)c1ccc(F)cc1F | 7
C=C1CCN([C@@H](CC(C)C)C(=O)NCc2ccc(Cl)cc2)S(=O)(=O)c2ccccc21 | 5

(further entries)
SMILES	Rad51 HR inh
CC(=O)O[C@H]1CC[C@@]2(C)C(=CC[C@H]3[C@@H]4CC[C@H](C(C)=O)[C@@]4(C)CC[C@@H]32)C1	3
Nc1cc(N)cc(-c2nc3ccccc3o2)c1	1
CN(C(=O)OC(C)(C)C)c1ccc(-c2nc3ccccc3s2)cc1	0
O=C(NCc1cccs1)c1cc(-c2ccccc2)nn1CC1CC(c2cccnc2)=NO1 (configuration not stated)	2
COC(=O)[C@H]1C[C@H]1[C@@H](NC(=O)c1ccc[nH]1)c1ccccc1	-3
C#C[C@]1(O)CCC2C3CCC4=Cc5oncc5CC4(C)C3CCC21C (some centres not stated)	2
CC(C)C[C@H]1COCCS(=O)(=O)N1Cc1cccc(Cl)c1	-1
CCO[C@@H]1OC(C(=O)NCc2nc3ccccc3[nH]2)=C[C@H](c2coc3ccccc3c2=O)[C@H]1CCCO	-6
C/C=C(\C)C(=O)NCCN1C2=NC[C@H](Cc3ccccc3)N2C[C@@H]1Cc1ccc(OC)cc1	3
O=C1C[C@@H](c2ccccc2)Oc2cc(O)cc(O)c21	0
O=C(/C=C/c1cccs1)N1CCC2(CC1)Oc1ccc(Cl)cc1C(=O)C21CC(c2ccc(Cl)cc2)=NO1 (configuration not stated)	1
CC(C)=CCc1c(-c2ccc(O)cc2O)oc2cc3c(c(O)c2c1=O)C=CC(C)(C)O3	-4
CCc1sc(C(=O)Nc2ccsc2C(=O)OC)cc1Br	-6
Oc1cc(O)cc(-c2cc3ccc(O)cc3o2)c1	-9
C=C(C)c1sc(-c2ccc(Cl)cc2)nc1C	0
CCCc1nnc(NC(=O)c2c(O)c3cccc4c3n(c2=O)CCC4)s1	1
CCOC(=O)C1=C(C)N(CCCC(=O)O)C(=O)NC1c1ccc2ccccc2c1 (configuration not stated)	6
COC(=O)C1NC(=O)N2C(C(=O)OC)C(C)(C)S[C@H]12 (some centres not stated)	-4
CNC(C)C#Cc1ccc2sc3cc(OC)c(OC)cc3c(=O)c2c1 (configuration not stated)	-2
COc1cc(C(=O)Nc2ccc(NC(=O)C(C)C)nc2)cc(OC)c1OC	0
Oc1cc2c(cc1O)C(c1ccccc1)CNCC2 (configuration not stated)	2
C#CCOCCOCCOCCNc1nc(N2CCN(C(=O)C([C@@H](C)CC)n3cc(C(N)COC(=O)C(F)(F)F)nn3)CC2)nc(N2CCN(C(=O)C([C@@H](C)CC)n3cc(C(N)CC(C)C)nn3)CC2)n1 (some centres not stated)	0
O=C1C=C(c2cccnc2)CCC1	-5
Cc1nnc(SCCCOc2ccccc2)nc1C	-4
COC(=O)CCC(=O)OC1(C)C(=O)C=C2C=C(c3ccsc3)OC=C2C1=O (configuration not stated)	-9
C[C@]12CCC[C@H](O1)c1c(cc3c(c1O)C(=O)c1c(O)cc(O)cc1C3=O)O2	-137
CC(=O)Oc1ccc(-c2cc3c(OC(C)=O)cc(OC(C)=O)cc3oc2=O)cc1	-9
COc1ccc(CNC(=O)Nc2ccc([N+](=O)[O-])cc2)cc1	-1
COC(=O)CCC(=O)OC1(C)C(=O)C=C2C=C(C3CC3)N(c3ccc(CO)cc3)C=C2C1=O (configuration not stated)	-4
CC1(C)[C@H](C(=O)O)N2C(=O)C[C@H]2S1(=O)=O	-2
CCCCNC(=O)c1onc(CSc2ccccn2)c1C(=O)NCCCC	-5
c1ccc(-c2cnc(-c3ccccn3)nn2)cc1	-1
CC(C)Sc1nnc(NC(=O)C2CC2)s1	-4
O=C1N=C(O)CN1/N=C/c1ccc(-c2ccc([N+](=O)[O-])cc2)o1	-3
O=C(c1ccccc1)n1c(=S)nc2ccccn21	-7
COC(C/C=C/C(=O)[C@@H](C)OCc1ccccc1)OC	5
Cc1csc(NC(C)c2nc3cc(C(F)(F)F)ccc3n2CCCO)n1 (configuration not stated)	0
CC1CN(c2nc3ccccc3nc2C(C#N)C(=O)NC2CCCCC2)CC(C)O1 (configuration not stated)	-12
COC(=O)C1=C(C(=O)OC)[C@@H]2N(Cc3ccccc3)c3ccccc3[C@@]23C[C@@H](C(=O)OC)N(C(=O)c2cc(C)oc2C)C3=N1	0
O=C(NCc1ccccc1)C1(C(F)(F)F)C/C(=C/CCO)CCCO1 (configuration not stated)	0
O=C(O)CSC12CC3CC(C1)CC(C(=O)O)(C3)C2	2
CN(C)CCNC(=O)c1onc(CSc2ccncc2)c1C(=O)NCCN(C)C	2
COC(=O)C[C@H]1c2cc(C(F)(F)F)ccc2S(=O)(=O)N1c1ccc(N(C)C)cc1	4
CCCNC(=O)N1C2=NC(C(=O)OC)=C(C(=O)OC)[C@@H]3N(Cc4ccccc4)c4ccccc4[C@]23C[C@H]1CO	-1
C=CCOC(=O)C1=C[C@@H](c2ccc(C(F)(F)F)cc2)C[C@@H](OCc2ccc(CO)cc2)O1	15
C#CCCOC(=O)N1C2=NC(C(=O)OC)=C(C(=O)OC)[C@@H]3N(C)c4ccccc4[C@]23C[C@H]1CO	-6
NC(CS(=O)O)C(=O)O (configuration not stated)	4
O=C(NCC1CC1)c1cc(-c2ccccc2)nn1CC1CC(c2cccc([N+](=O)[O-])c2)=NO1 (configuration not stated)	-6
COc1ccc(CN2[C@@H](CC(=O)O)c3ccc(C(F)(F)F)cc3S2(=O)=O)cc1	-7
Nc1nc(OCc2ccccc2)c2[nH]cnc2n1	-4
CCC1CCCCN1Cc1nc2c(c(=O)n(C)c(=O)n2C)n1Cc1cccc2ccccc12 (configuration not stated)	-1
C#Cc1ccc([C@@H]2C=C(C(=O)N3CCOCC3)O[C@H](OCc3ccc(CO)cc3)C2)cc1	-1
Cc1ccc(CN2C(=O)[C@H]3Cc4c([nH]c5ccccc45)C(C)(C)N3C2=O)cc1	-6
CN1CCCC(n2nc(Cc3ccc(Cl)cc3)c3ccccc3c2=O)CC1 (configuration not stated)	1
COc1cc(/C=C/CO)ccc1O[C@@H]1O[C@H](CO)[C@@H](O)[C@H](O)[C@H]1O	-6
CCOC(=O)C1=C(C)N(CCCC(=O)O)C(=O)NC1c1ccccc1OS(=O)(=O)c1ccccc1[N+](=O)[O-] (configuration not stated)	-2
CC(C)(C)NCC(O)c1ccc(O)c(CO)c1 (configuration not stated)	-7
O=C(NCc1ccccc1)C1=C[C@H](c2ccc(C(F)(F)F)cc2)C[C@H](OCCCCO)O1	1
C=C1CCN([C@@H](Cc2ccccc2)C(=O)NCc2ccccc2)S(=O)(=O)c2ccccc21	-6
COc1ccc(-n2nnc3c(=O)n(CC(=O)N4CCC(Cc5ccccc5)CC4)cnc32)cc1	6

Continued:
SMILES	Rad51 HR inh
COc1cccc(N2[C@@H](CC(=O)O)c3cc(C(F)(F)F)ccc3S2(=O)=O)c1	-3
COC(=O)[C@@H]1C[C@H]1[C@@H](NC(=O)c1cc(C)on1)c1ccccc1	-7
O=c1ncc(F)c[nH]1	-18
CC1(c2nnc(-c3cccc(Cl)c3)o2)CC(c2cccc(Cl)c2)=NO1 (configuration not stated)	1
O=C(N[C@H](CO)Cc1ccccc1)c1ccco1	-3
COc1ccc(Br)cc1/C=c1\sc2nc(-c3ccco3)nn2c1=O	-25
CS(=O)(=O)c1ccc(CNC(=O)[C@]2(C(F)(F)F)C[C@H](CCc3ccccc3)CCCO2)cc1	6
CC(=O)c1ccc(O)c(CC=C(C)C)c1O	-2
COC(=O)[C@@H]1[C@@H](C)N(Cc2ccccc2)C(=O)N[C@H]1c1ccccc1	1
CCC(=O)NCCCc1nc(-c2ccccc2)no1	-3
CC(C)(C)[C@H]1C=C(C(=O)O)O[C@@H](OCCCCO)C1	-2
O=c1c2ccccc2sc2ccc(C#CC3(O)CCCCC3)cc12	2
CS(=O)(=O)N1c2ccccc2[C@@]2(Br)C[C@H]3C(=O)N[C@@H](Cc4ccccc4)C(=O)N3[C@@H]12	-1
CCCC(=O)NC(C)c1nc(-c2ccc(C)cc2)no1 (configuration not stated)	-9
CCOC(=O)C1=C(C)N(Cc2ccccc2)C(=O)NC1c1ccccc1OS(=O)(=O)c1ccccc1[N+](=O)[O-] (configuration not stated)	7
COC(=O)CCC(=O)OC1(C)C(=O)C2=CN(C3CC3)C(c3ccc(OC)cc3)=CC2=C(Br)C1=O (configuration not stated)	52*
CC(C)=CCc1c2c(c(O)c3c(=O)c4c(oc13)-c1cc(O)c(O)cc1OC4C=C(C)C)C=CC(C)(C)O2 (configuration not stated)	-14
COc1ccnc(CS(=O)c2nc3cc(OC(F)F)ccc3[nH]2)c1OC (configuration not stated)	7
CC1(c2nnc(-c3ccccc3)o2)CC(c2c(Cl)cccc2Cl)=NO1 (configuration not stated)	1
Cc1noc(C)c1CSc1nnc2cc(C)c3ccccc3n12	6
O=C(CSc1ccccn1)N1CCN(C(=O)CSc2ccccn2)CC1	7
C#CCOCCOCCOCCNc1nc(N2CCN(C(=O)C([C@@H](C)CC)n3cc(C(N)COC(=O)C(F)(F)F)nn3)CC2)nc(N2CCN(C(=O)[C@H](CCCCN)n3cc(C(N)[C@H](C)CC)nn3)CC2)n1 (some centres not stated)	-3
Cc1ccc(Cn2c(C3CCCN3c3nc(-c4ccc(F)cc4)cs3)nc3cc(C(=O)NCCCO)ccc32)cc1 (configuration not stated)	-3
O=C(O)C[C@H]1c2cc(F)ccc2S(=O)(=O)N1C1CCCC1	2
CC(CCc1ccc(O)cc1)NCCc1ccc(O)c(O)c1 (configuration not stated)	2
O=c1[nH]c2cc(Cl)ccc2c(O)c1-c1cccc(Oc2ccccc2)c1	-2
C=C1CCN([C@@H](CC(C)C)C(=O)N2CCOCC2)S(=O)(=O)c2ccccc21	0
O=C(c1cnc2sccn2c1=O)N1CCCc2ccccc21	-1
CC(=O)OC1=C(O)C(=O)c2ccccc2C1=O	4
Nc1ncnc2c1ncn2[C@@H]1O[C@H](CO)[C@@H](O)[C@@H]1O	-1
Nc1nc2c(ncn2CCC(CO)CO)c(=O)[nH]1	-1
O=C1c2ccccc2S(=O)(=O)c2cc(N3CCN(c4ccccn4)CC3)ccc21	-4
OCC[C@H]1C[C@@H](O)[C@H](O)[C@]2(CCCO2)O1	0

Screening data: PubChem, PCMD

An excerpt. The share of hits here may be higher or lower than overall.
